Screens deposited in PubChem BioAssay by National Center for Advancing Translational Sciences (NCATS).
G9a inh – G9a (human) methyltransferase inhibition | G9a H3K9 monomethylation, AlphaScreen, 2 h | Q96KQ7 | hit rate 8.8% among 350,000 | Potency, µM (series often up to 102 µM), without a hit: at the top dose activity, negative = inhibition, hits mostly inhibitors; also: potency is read from the fitted curve at half-maximal effect; % is scaled to controls: 0 for no effect and ±100 for the full control effect; nearly all actives have a fitted effect of over 75% in size
Target sequence (Q96KQ7 913-1193 limits assumed): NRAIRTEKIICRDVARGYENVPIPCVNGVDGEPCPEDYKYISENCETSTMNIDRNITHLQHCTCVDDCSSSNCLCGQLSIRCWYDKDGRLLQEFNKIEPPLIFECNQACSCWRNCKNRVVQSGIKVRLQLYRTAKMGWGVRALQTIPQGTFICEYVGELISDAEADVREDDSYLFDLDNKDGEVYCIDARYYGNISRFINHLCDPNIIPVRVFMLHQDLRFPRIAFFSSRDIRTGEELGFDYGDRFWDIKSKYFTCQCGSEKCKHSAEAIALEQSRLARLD
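AlphaScreen read-out: biotin-H3K9 peptide (500 nM) methylation by 20 nM enzyme with 20 uM SAM, 2 h at room temperature after 15 min compound preincubation; anti-monomethyl H3K9 antibody plus donor/acceptor beads, 10 min dark.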
JMJD2A Tudor – inhibitors of human JMJD2A Tudor domain; O75164; AlphaScreen JMJD2A-Tudor / H3K4me3 peptide binding; Potency, µM (titrated, usually from 114 µM), without a hit: at the highest dose activity change, negative = inhibition, actives largely listed as inhibitors; hit rate 4.4% among 390,000; AID 504339; also: potency is read from the fitted curve at half-maximal effect; % is scaled to controls: 0 for no effect and ±100 for the full control effect; nearly all actives have a fitted effect of over 50% in size
RGS4 inh – inhibitors of human regulator of G protein signaling 4; Transcreener GDP fluorescence polarization, RGS4-accelerated GTP hydrolysis; AID 504845; hit rate 0.039% among 390,000; Potency, µM (doses to about 114 µM), for the others: at the top dose activity change, negative = inhibition, most hits filed as inhibitors; also: potency is read from the fitted curve at half-maximal effect; % is scaled to controls: 0 for no effect and ±100 for the full control effect; nearly all actives have a fitted effect of over 75% in size; some results filed as inactive show a strong effect at the top dose
Target sequence (P49798 whole entry, looked up): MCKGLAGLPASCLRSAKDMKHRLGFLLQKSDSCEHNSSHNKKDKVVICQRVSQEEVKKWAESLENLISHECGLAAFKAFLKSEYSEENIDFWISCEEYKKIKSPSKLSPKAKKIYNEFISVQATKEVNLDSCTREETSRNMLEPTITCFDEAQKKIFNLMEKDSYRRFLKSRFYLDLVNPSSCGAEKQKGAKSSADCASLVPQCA
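MLSMR compounds (23 nl, pin-transferred) preincubated 10 min at room temperature with a 500nM (2x) first reagent, then RGS4 at 900nM (2x) plus Transcreener GDP mix added; fluorescence polarization (620/688 nm) read before and after 90 min at 30 °C.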
ALOX12 inh – inhibitors of human 12S-lipoxygenase ALOX12 | P18054 | purified 12hLO, xylenol orange hydroperoxide absorbance | Potency, µM (doses to about 108 µM), inactives show at the highest dose activity change, negative = inhibition, usual class: inhibitors | hit rate 1.1% among 580,000; also: potency is read from the fitted curve at half-maximal effect; % is scaled to controls: 0 for no effect and ±100 for the full control effect
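Purified human 12hLO (150 nM final) in 25 mM Hepes, 0.01% Triton X-100, pH 7.0 was preincubated 15 min at room temperature with compound. Then 40 uM arachidonic acid was added, 30 min. Hydroperoxide was read by Fe-XO absorbance ratio 573/405 nm.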
GLS inh – blocks human kidney-isoform glutaminase activity; Potency, µM (series often up to 45.5 µM), without a hit: at the highest dose activity change, negative = inhibition, actives largely listed as inhibitors; hit rate 0.21% among 410,000; O94925; GLS enzymatic activity, qHTS titration; also: potency is read from the fitted curve at half-maximal effect; % is scaled to controls: 0 for no effect and ±100 for the full control effect
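Coupled fluorescence readout: glutamate oxidase/HRP/Amplex Red detect glutamate formed by hKGA from L-glutamine (1 mM solution added). Buffer 45 mM KH2PO4 pH 8.2, 0.02% Tween-20; reads at t0 and 30 min RT.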
PI4K2A block – blocks human PI4K2A kinase activity; purified PI4K2A, ADP-Glo luminescence, 1 h; hits give low values; hit rate 0.13% among 420,000; AID 1346378; activity change, negative = inhibition, % at 76.9 µM; in the data active = activity change below about -50%; inconclusive = mostly about -30% to -49%;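 also: -100% = wells without enzyme as full effect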
Target sequence (Q9BTU6 whole entry, looked up): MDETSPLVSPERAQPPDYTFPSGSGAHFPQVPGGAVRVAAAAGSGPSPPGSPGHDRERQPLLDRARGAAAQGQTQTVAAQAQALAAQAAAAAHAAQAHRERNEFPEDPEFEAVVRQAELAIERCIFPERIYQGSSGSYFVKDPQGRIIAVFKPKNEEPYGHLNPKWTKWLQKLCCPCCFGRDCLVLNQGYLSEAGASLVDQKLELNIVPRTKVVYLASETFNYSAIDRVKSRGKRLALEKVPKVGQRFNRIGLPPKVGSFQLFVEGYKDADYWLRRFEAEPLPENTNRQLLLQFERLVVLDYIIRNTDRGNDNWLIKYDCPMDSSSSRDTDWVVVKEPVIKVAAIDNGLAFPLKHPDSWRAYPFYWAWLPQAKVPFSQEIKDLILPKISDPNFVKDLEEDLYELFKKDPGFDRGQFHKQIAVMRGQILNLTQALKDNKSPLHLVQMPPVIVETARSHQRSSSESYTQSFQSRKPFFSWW
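Compounds are screened against recombinant PI4K2A using PI as substrate and ATP, the latter dispensed at 300 microM. Reactions run one hour at ambient temperature before ADP-Glo detection; full inhibition defined by wells lacking enzyme.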
HP1b binding inh – blocks HP1-beta chromodomain binding to methylated histone tails | P83916 | AlphaScreen HP1-beta / biotin-H3K9me3 peptide binding | Potency, µM (doses to about 114 µM), inactives show top-dose activity change, negative = inhibition, most hits filed as inhibitors | hit rate 0.56% among 390,000 | AID 540317; also: potency is read from the fitted curve at half-maximal effect; nearly all actives have a fitted effect of over 70% in size; inactives centre near 23
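Compound inhibition of the preformed complex between 50 nM HP1-beta and 50 nM biotinylated H3K9me3 peptide was read by AlphaScreen. Buffer was PBS pH 7.4 with 0.01% Tween-20. Incubations ran 30 min at room temperature, with 10 ug/mL donor/acceptor beads.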
ERG Ets-DNA blk – ERG Ets/DNA interaction inhibition; P11308; fluorescence polarization, His-ERG Ets domain / labelled DNA; Potency, µM (titrated, usually from 76.9 µM), for the others: at the top dose FP activity, negative = inhibition, usual class: inhibitors; hit rate 0.028% among 370,000; AID 624246; active = well fitted inhibition curve with a large enough effect in the polarisation, with a control signal flat; inconclusive = small, poorly fitted or top-dose-only effect, or effect the other way, or a change in a side signal; inactive = no such curve, though single readings can be large or run the other way; the % refers to the polarisation;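 also: polarization taken with two DNA probes labelled with fluorescein and Texas red; potency is read from the fitted curve at half-maximal effect; % of control where 0% means no effect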
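His-tagged ERG Ets domain (1 uM in the protein solution; 300mM KCl, 50mM Tris-HCl, 1mM EDTA, 1mM DTT, pH 7.5) received compound, then a probe mix of 5 nM fluorescein-DNA and 100nM Texas-615-DNA. Fluorescence polarization was read for both dyes.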
BAZ2B inh – inhibitors of human BAZ2B bromodomain; AlphaScreen BAZ2B-H3K14Ac peptide displacement; Potency, µM (series often up to 114 µM), without a hit: at the highest dose activity change, negative = inhibition, most hits filed as inhibitors; hit rate 4.4% among 360,000; AID 504333; also: potency is read from the fitted curve at half-maximal effect; % is scaled to controls: 0 for no effect and ±100 for the full control effect; nearly all actives have a fitted effect of over 60% in size
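Multi-concentration screen (max 110 uM) measuring displacement of acetylated histone H3 peptide from BAZ2B by AlphaScreen, using 50 nM protein, 50 nM peptide and 10 ug/mL streptavidin donor plus Ni-chelate acceptor beads.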
An asterisk follows results filed as active; ? = inconclusive; / = no result given; [ ] = another dose, or the depositor's remark. Unless noted, calls follow the shape of the dose curve; as a rule, active = well fitted curve in the direction sought with a large enough effect; inconclusive = small, poorly fitted or top-dose-only effect, or another doubt; inactive = no such curve, though single readings can be large; an effect the other way counts as inactive or inconclusive. Some of the compounds tested; rates above refer to the full screens.

G9a inh	JMJD2A Tudor	RGS4 inh	ALOX12 inh	GLS inh	PI4K2A block	HP1b binding inh	ERG Ets-DNA blk	BAZ2B inh	SMILES
7%[0.501 µM]	-2%	15%	-6%	0%	-2	22%	7%	-26%	C=CCn1c(SCC(=O)N2CCOCC2)nnc1C(C)NC(=O)c1ccccc1 (stereo unspecified)
/	-5%	-16%	/	-5%	5	36%	10%	/	CCCCCCCCC(=O)O
-16%[59 µM]	-5%[11.4 µM]	-16%[11.4 µM]	-6%	-13%	0	-25%	11%	-7%	COc1ccc(NC(=O)C2CCN(C(=O)c3cccs3)CC2)cc1
71µM*	-16%	-8%	?	54%[activator]	-1	58%[activator]	-13%	-28%	COC(=O)c1sc(-c2ccc(C(C)(C)C)cc2)cc1NC(=O)CCC(=O)O
?	-28%	-8%	?	0%	-2	21%	4%	-31%	COc1ccc2[nH]c(C)c(CCN3C(=O)C4C5C=CC(C5)C4C3=O)c2c1 (stereo unspecified)
35µM*	-19%	?	-12%	6%	-6	22%	8%	-7%	O=C(/C=C/c1ccccc1Cl)c1cccnc1
-25%[59 µM]	-10%	-6%	-22%	6%	-12	41%[activator]	16%	-14%	CC1C(=O)Nc2ccc(S(=O)(=O)NCc3ccc(N(C)C)cc3)cc2NC1=O (stereo unspecified)
-1%	-8%	-14%	-5%	7%	-3	27%	0%	3%	COc1ccc(Cc2nc3ccc(C(=O)NC4CCOC4)cc3o2)cc1 (stereo unspecified)
?	-15%	4%	-3%	-4%	-1	48%[activator]	5%	3%	O=[N+]([O-])c1ccccc1CNCCO
-14%	-22%	-9%	-2%	2%	0	37%	3%	-12%	C/C(=N\NC(=O)c1cc(-c2cccc(OC(C)C)c2)nc2ccccc12)c1cccnc1
?	-16%	-16%	-19%	7%	2	24%	-2%	-23%	COc1ccc(C(c2nnnn2Cc2cccs2)N2CCC(C(N)=O)CC2)c(OC)c1 (stereo unspecified)
24%	10%	-4%	-2%	1%	-1	18%	-8%	0%	CC(=O)N(C)c1ccc(OCC(O)Cn2c(C)nc3ccccc32)cc1 (stereo unspecified)
11%	-22%	-16%	-3%	-4%	4	4%	-1%	-29%	O=C(NC(=S)NCc1cccnc1)c1cc2ccccc2o1
97%	-5%	40%	5%	13%	0	7%	-5%	-9%	CCn1c(SCC(=O)Nc2ccc(F)cc2)nnc1-c1cnccn1
23%[0.501 µM]	-15%[11.4 µM]	3%[11.4 µM]	24%	0%	2	49%[activator]	1%	3%	Cc1cc(F)ccc1S(=O)(=O)Nc1ccccc1C(=O)Nc1ccccc1N1CCOCC1
?	-8%	-9%	0%	-2%	1	56%[activator]	-10%	26%	O=S(=O)(CCc1nc2ccccc2s1)c1ccc2ccccc2c1
1%[59 µM]	-22%	11%	-23%	-8%	1	15%	8%	0%	CC(=O)Nc1ccc(S(=O)(=O)N2CCN(c3ccccc3)CC2)cc1
16%	-10%	7%	2%	14%	2	18%	0%	4%	C/C(=N\NC(=O)c1cccc(S(=O)(=O)N2CCCC2)c1)c1ccc(C)cc1
-1%	10%	-29%	219%[activator]	-2%	-2	20%	11%	-1%	CCOc1ccccc1NC(=O)Nc1cc(S(=O)(=O)N(C)C)ccc1C
/	-4%	-31%	4%	7%	-18	45%[activator]	-4%[15.4 µM]	-3%	COc1ccc(C(=O)Nc2ccccc2C(=O)N/N=C/c2ccncc2)cc1OC
6%	8%	-8%	0%	2%	-3	35%	2%	-3%	CCN(CC)C(=O)C(=O)Nc1ccc(OC)c(Cl)c1
19%	-2%	-20%	56%[activator]	-3%	7	39%[activator]	0%	1%	CCCCn1c(N)c(Sc2ccc(C)cc2)c(=O)[nH]c1=O
12%	-7%	-3%	-17%	-1%	-6	26%	-3%	0%	CC(=O)Nc1ccc(NC(=O)c2cccc3c2-c2ccccc2C3=O)cc1
/	20µM*	?	/	-14%	0	?	16%	/	CCOc1ccc(C=NNc2ccc(S(=O)(=O)Nc3ccccc3C(=O)O)cc2[N+](=O)[O-])cc1OC
-8%	-12%	-1%	-24%	-4%	-3	31%	-1%	8%	Cc1cccc(N(Cc2ccccc2)C(=O)c2cccc(S(=O)(=O)N3CC(C)OC(C)C3)c2)c1 (stereo unspecified)
20%	-15%	29%	23%	1%	2	-3%	-2%	2%	O=C(CCN1C(=O)c2ccccc2C1=O)NCc1ccc(Cl)cc1
13%[59 µM]	-9%	-24%	-2%[57.4 µM]	0%	6	47%[activator]	3%	14%	O=S(=O)(NC1=NCCCCC1)c1cccs1
-38%	8%	-7%	-10%	10%	-3	38%[activator]	-3%	-12%	CCOC(=O)CNc1nc(Cl)c(C#N)s1
10%	-1%	15%	-24%	10%	4	48%[activator]	-5%	11%	CCOc1ccccc1NC(=O)NC1(C(=O)N2CCN3CCCC3C2)CCCCC1 (stereo unspecified)
/	-13%	-14%	10%	1%	-2	15%	4%	/	CC(=O)c1cc(CN2CCC(C(=O)Nc3ccc(-n4nc(C)cc4C)cc3)CC2)cs1

7 entries already listed, ordered by length of the SMILES, ascending:
G9a inh	JMJD2A Tudor	RGS4 inh	ALOX12 inh	GLS inh	PI4K2A block	HP1b binding inh	ERG Ets-DNA blk	BAZ2B inh	SMILES
6%	8%	-8%	0%	2%	-3	35%	2%	-3%	CCN(CC)C(=O)C(=O)Nc1ccc(OC)c(Cl)c1
?	-8%	-9%	0%	-2%	1	56%[activator]	-10%	26%	O=S(=O)(CCc1nc2ccccc2s1)c1ccc2ccccc2c1
1%[59 µM]	-22%	11%	-23%	-8%	1	15%	8%	0%	CC(=O)Nc1ccc(S(=O)(=O)N2CCN(c3ccccc3)CC2)cc1
12%	-7%	-3%	-17%	-1%	-6	26%	-3%	0%	CC(=O)Nc1ccc(NC(=O)c2cccc3c2-c2ccccc2C3=O)cc1
16%	-10%	7%	2%	14%	2	18%	0%	4%	C/C(=N\NC(=O)c1cccc(S(=O)(=O)N2CCCC2)c1)c1ccc(C)cc1
/	-13%	-14%	10%	1%	-2	15%	4%	/	CC(=O)c1cc(CN2CCC(C(=O)Nc3ccc(-n4nc(C)cc4C)cc3)CC2)cs1
/	20µM*	?	/	-14%	0	?	16%	/	CCOc1ccc(C=NNc2ccc(S(=O)(=O)Nc3ccccc3C(=O)O)cc2[N+](=O)[O-])cc1OC

Next section.
G9a inh	JMJD2A Tudor	RGS4 inh	ALOX12 inh	GLS inh	PI4K2A block	HP1b binding inh	ERG Ets-DNA blk	BAZ2B inh	SMILES
-7%[12.7 µM]	3%	21%	?	7%	-4	24%	-3%	12%	COCCn1c(-c2ccccc2)nc(=S)c2c1CC(C)(C)OC2
-3%[59 µM]	1%	21%	1%	-5%	2	22%	6%	/	COc1ccc(N(CC(=O)NC2CCCC2)C(=O)Cn2nnc(-c3ccc(C)cc3)n2)cc1OC
/	-13%	-7%	-17%	16%	2	38%[activator]	5%	-2%	CCN1CCN(C(=O)/C=C/c2cccc(Cl)c2)CC1
-5%	-8%	24%	-4%	2%	-2	21%	6%	-36%	CNc1ccccc1C(=O)OCC(=O)Nc1ccc2c(c1)OCO2
50µM*	?	19%	0%	-13%	1	?	6%	50µM*	CC(=O)c1ccccc1NS(=O)(=O)c1cccc2nsnc12
-4%	?	?	31%[activator]	-11%	3	-10%	-11%	10%	CCOc1ccc(N(C(C)C(=O)N2CCCC2)S(C)(=O)=O)cc1 (stereo unspecified)
9%	-6%	2%	-34%	2%	-5	5%	/	8%	c1ccc(-c2cc(N3CCOCC3)nc(-c3ccccc3)n2)cc1
2%	-14%	-13%	4%	0%	5	23%	7%	-4%	O=C(NCc1cccnc1)C1CCCN(S(=O)(=O)c2cccc3nsnc23)C1 (stereo unspecified)
154%[activator]	48%[activator]	-7%	3%	6%	0	111%[activator]	-16%	44%[activator]	Cc1ccc(OC(=O)c2c(C)nn(-c3ccccc3)c2C)cc1
17%[59 µM]	-12%	-29%	?	-1%	0	16%	6%	-6%	CCCCC(=O)NC(=S)Nc1ccccc1N1CCCCC1
-4%	-16%	21%	1%	-22%	2	5%[57 µM]	10%	-12%	COc1ccc2[nH]c(C(=O)N/N=C/c3ccc(OC)c(O)c3)cc2c1
4%	?	-51%	-2%	0%	-4	-2%	-13%	-30%	COc1ccc(-c2cn[nH]c2-c2ccc(OCc3ccccc3)cc2O)cc1OC
-23%[0.501 µM]	-15%	22%	-23%	1%	-1	-9%	5%	-13%	COc1ccc(OC)c(C(=O)COC(=O)C(CCSC)NC(=O)COc2ccccc2)c1 (stereo unspecified)
1%	1%	-5%	-7%	62%[activator]	-1	25%	-2%	3%	CC1(c2ccc(Cl)cc2)NC(=O)N(CC(=O)Nc2cccnc2Cl)C1=O (stereo unspecified)
